Screens from PubChem BioAssay.
KCNH2 3.1 inh: inhibitors of human KCNH2 3.1 potassium channel isoform; U2OS KCNH2 3.1, thallium flux FluxOr; hits give low values; activity change, % (tested at about 1.8 µM); hit rate 0.95% among 340,000; AID 720553;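 active means maximum activity change below -70%; inconclusive means maximum activity change from -70% to -50%; inactive means maximum activity change above -50%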;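 further: thallium influx rate constant from kinetic fluorescence after stimulation buffer; on the % scale 0 is the no-effect control and ±100 the full control effect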
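Kinetic fluorescence (2 min after stimulation buffer) measures Tl+ influx through KCNH2 3.1 expressed by viral transduction in U2OS cells; the rate constant is normalized against DMSO controls serving as positive and negative references.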
GALK inh: inhibitors of human galactokinase; P51570; Purified GALK, Kinase-Glo residual ATP luminescence; Potency, µM (titrated, usually from 57.5 µM), inactives show at the top dose activity change, negative = inhibition, most hits filed as inhibitors; hit rate 0.007% among 270,000; further: potency means the concentration at half of the fitted maximal effect; on the % scale 0 is the no-effect control and ±100 the full control effect
Target sequence (P51570 whole entry, looked up): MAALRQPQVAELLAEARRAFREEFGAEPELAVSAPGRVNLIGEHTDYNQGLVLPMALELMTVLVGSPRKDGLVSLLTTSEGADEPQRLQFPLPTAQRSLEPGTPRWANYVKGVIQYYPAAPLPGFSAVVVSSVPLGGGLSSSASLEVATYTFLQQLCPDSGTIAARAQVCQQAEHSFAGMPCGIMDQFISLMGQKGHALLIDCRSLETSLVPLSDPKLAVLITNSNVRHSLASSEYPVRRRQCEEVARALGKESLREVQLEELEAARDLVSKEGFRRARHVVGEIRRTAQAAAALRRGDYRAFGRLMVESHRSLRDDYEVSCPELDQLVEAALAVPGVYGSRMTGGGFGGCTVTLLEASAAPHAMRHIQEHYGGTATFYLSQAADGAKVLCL
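5 nM enzyme, 35 uM ATP, 100 uM galactose, 20 mM HEPES pH8.0, 5 mM MgCl2; 1 h RT; residual ATP by Kinase-Glo Plus luminescence, qHTS format.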
FBPA coupling cs: counter-screen for Giardia aldolase inhibitors: coupling enzyme system; coupling enzyme system counterscreen, AmpLite Red fluorescence; activity change, negative = inhibition, % at 58.2 µM, hits read low; hit rate 0.67% among 290,000; AID 2472; in the data active means activity change below about -30%; further: on the % scale 0 is the no-effect control and ±100 the full control effect
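Coupling enzymes only (glyceraldehyde-3-phosphate) + compound, at 57.5 uM final, 10 min RT; add substrate/coupling/AmpLite Red mix, 20 min RT; fluorescence ex 525/em 598 nm. Actives flag coupling-system interference.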
TRPV1 agonist: agonists of human vanilloid receptor 1 (TRPV1). Q8NER1. TRPV1-expressing cells, Fluo-8 calcium influx, agonist mode. activation, % at 8.33 µM. hit rate 0.19% among 320,000. AID 540275; in the data active means activation above about 80%; inconclusive means between about 30% and that limit; further: 0% is about no effect
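Fluo-8 calcium influx in TRPV1-expressing cells, kinetic read (ex 480/em 520 nm). Compound added and read 3 min for agonist activity, followed by capsaicin at EC20 final and 2 min further read for enhancement.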
ASM inhibitor: blocks human secretory acid sphingomyelinase; placental ASM, HMU-PC fluorogenic substrate, 60 min; Potency, µM (top dose mostly 57.5 µM), without a hit: at the highest dose activity change, negative = inhibition, actives largely listed as inhibitors; hit rate 0.006% among 340,000; AID 504937; further: potency means the concentration at half of the fitted maximal effect
Target sequence (P17405 47-631 limits assumed): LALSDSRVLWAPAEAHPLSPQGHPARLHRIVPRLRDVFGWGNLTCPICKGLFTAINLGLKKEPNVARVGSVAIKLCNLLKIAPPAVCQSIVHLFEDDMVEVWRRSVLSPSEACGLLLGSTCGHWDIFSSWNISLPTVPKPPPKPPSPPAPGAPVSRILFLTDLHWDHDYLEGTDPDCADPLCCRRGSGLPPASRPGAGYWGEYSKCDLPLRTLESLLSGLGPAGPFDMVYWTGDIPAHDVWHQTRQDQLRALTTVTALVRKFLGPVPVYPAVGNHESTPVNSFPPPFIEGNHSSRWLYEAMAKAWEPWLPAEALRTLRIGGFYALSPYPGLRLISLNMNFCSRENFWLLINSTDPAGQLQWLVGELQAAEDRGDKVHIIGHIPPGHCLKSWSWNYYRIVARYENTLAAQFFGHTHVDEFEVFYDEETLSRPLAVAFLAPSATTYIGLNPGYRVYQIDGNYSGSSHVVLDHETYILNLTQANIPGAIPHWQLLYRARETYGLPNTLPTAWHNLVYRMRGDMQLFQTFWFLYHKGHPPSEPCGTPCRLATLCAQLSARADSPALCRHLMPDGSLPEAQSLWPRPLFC
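qHTS format. ASM enzyme prepared from human placenta hydrolyses the fluorogenic substrate HMU-PC0 (9 uM final) over 60 min at 37 °C after a 10 min compound preincubation.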
A-T KAP1 phos: candidate therapy for ataxia-telangiectasia; […] A-T fibroblasts, KAP-1 phosphorylation AlphaLISA; neocarzinostatin DNA damage 30 min before lysis; Potency, µM (highest dose often 57.5 µM), inactives show at the highest dose activation, hits mostly activators; hit rate 0.19% among 320,000; further: potency means the concentration at half of the fitted maximal effect; % of control where 0% means no effect; nearly all actives have a fitted effect of over 45% in size
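ATM-like activity read as KAP-1 phosphorylation via AlphaLISA donor/acceptor antibody pairs after lysis and 6 hr at 25C. Cells were ATM-null patient fibroblasts ([…], hTERT), dosed 60 min, then exposed to the DSB inducer NCS for 30 min.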
MBNL1-CUG inh: MBNL1-poly(CUG) RNA binding inhibition. TR-FRET MBNL1-His/biotin-(CUG)12 binding, 665/545 ratio. Potency, µM (doses to about 57.5 µM), for inactives: at the top dose activity change, negative = inhibition, most hits filed as inhibitors. AID 2675. hit rate 0.036% among 280,000; active means well fitted inhibition curve with a large enough effect in the signal ratio, with a control signal flat, not every such curve was filed as active; inconclusive means small, poorly fitted or top-dose-only effect, or effect the other way, or a change in a side signal; inactive means no such curve, though single readings can be large or run the other way; the % refers to the signal ratio; further: potency means the concentration at half of the fitted maximal effect; on the % scale 0 is the no-effect control and ±100 the full control effect
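TR-FRET readout: Ex 340 nm, 665/545 nm emission ratio, normalized to buffer-only (basal) and MBNL1-(CUG)12 controls. Complex of MBNL1-His with Biotin-(CUG)12, compounds 92 nM–58 uM, incubated 60 min at room temperature.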
hERG WT inh: inhibitors of human wildtype KCNH2 potassium channel; activity change, % at 1.84 µM; Q12809; AID 720551; hit rate 0.37% among 340,000; U2OS, BacMam KCNH2, thallium flux FluxOr; hits give low values;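 active means maximum activity change below -70%; inconclusive means maximum activity change between -70% and -50%; inactive means maximum activity change above -50%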; further: on the % scale 0 is the no-effect control and ±100 the full control effect
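U2OS cells transduced with wild-type KCNH2 virus are loaded with FluxOr dye for 45 min, and thallium flux is measured in kinetic reads before and after stimulation buffer. Rate constants are normalized to DMSO controls.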
MLL CXXC-DNA inh: blocks binding of human MLL CXXC domain to DNA; Potency, µM (doses to about 115 µM), inactives show at the highest dose activity change, negative = inhibition, usual class: inhibitors; hit rate 0.037% among 290,000; Q03164; MLL-CXXC / FITC-HOXA9 DNA fluorescence polarization; active means well fitted inhibition curve with a large enough effect in the polarisation, with a control signal flat, not every such curve was filed as active; inconclusive means small, poorly fitted or top-dose-only effect, or effect the other way, or a change in a side signal; inactive means no such curve, though single readings can be large or run the other way; the % refers to the polarisation; further: potency means the concentration at half of the fitted maximal effect
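Steps: dispense CXXC domain solution (7 uM) → pin compounds or unlabeled HOX-A9 DNA control → 5 min ambient → add FLSN-HOX-A9 solution (50 nM) → spin → 30 min ambient → fluorescence polarization. Tris pH 7.5/NaCl/DTT/BSA buffer.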
Integrin act MD: activators of alpha7 integrin expression for muscular dystrophy | Potency, µM (top dose mostly 38.3 µM), inactives show top-dose activation, actives largely listed as activators | AID 624291 | hit rate 0.064% among 350,000 | alpha7betagal myoblasts, beta-gal FDG fluorescence, 48 h;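 further: potency means the concentration at half of the fitted maximal effect; 100% = response of the positive control SU9516; nearly all actives have a fitted effect of over 60% in size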
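alpha7betagal+/- myoblasts (passage 13, 250/well) treated 48 h at 37C with compounds at 1:260 dilution of DMSO stock. Lysed, then beta-galactosidase activity read as FDG fluorescence (ex 480/em 540) after 30 min, with pre-read for autofluorescence.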
Starred values were filed as active, the others as inactive; ? = inconclusive; nt = no result given; [ ] = remark or other dose. Unless noted, the call rests on the fitted dose curve; in most records, active means well fitted curve in the direction sought with a large enough effect; inconclusive means small, poorly fitted or top-dose-only effect, or another doubt; inactive means no such curve, though single readings can be large; an effect the other way counts as inactive or inconclusive.

Structure	FBPA coupling cs	MBNL1-CUG inh	TRPV1 agonist	GALK inh	KCNH2 3.1 inh	A-T KAP1 phos	ASM inhibitor	MLL CXXC-DNA inh	Integrin act MD	hERG WT inh
COc1cccc(/C=N/NC(=O)c2cc3cc([N+](=O)[O-])ccc3s2)c1O	0	nt	13	3%	3	?	-11%	1%	-66%[inhibitor]	-9
CC(C)C[C@H](NC(=O)Nc1ccc(Oc2ccccc2)cc1)C(=O)O	9	14%[11.5 µM]	2	nt	1	2%	1%	-5%	-15%	2
CCN(CC)C(=O)c1ccc(COc2ccccc2Cl)cc1	2	-11%	22	2%	-25	-1%	-5%	11%	-12%	6
COCCNC(=O)C(C)N(c1ccc(Oc2ccccc2)cc1)S(C)(=O)=O (stereo not given)	3	-7%	1	0%	-38	3%	2%	3%	4%	0
CC1CCCC/C1=N/Nc1ccc([N+](=O)[O-])cc1[N+](=O)[O-] (stereo not given)	1	?	-4	5%	4	nt	-8%	0%	-4%	-6
CC(C)[C@H](NC(=O)c1ccccc1Cl)C(=O)OCC(=O)NC(=O)NCc1ccco1	nt	nt	nt	nt	4	-4%	-2%	nt	-30%	-8
Cn1c(CCc2nc3ccccc3[nH]2)n[nH]c1=S	1	-8%	-9	0%	0	-1%	4%	3%	15%	-8
COc1ccc(NC(=O)c2sc(N)nc2-c2ccccc2)cc1	0	-1%	0	1%	-1	0%	-3%	2%	22%	16
O=C(CSc1ccc2nnc(-c3cccnc3)n2n1)Nc1cccc(F)c1	nt	2%	2	-2%	-17	-36%	-1%	-5%	0%	-5
Cc1ccc(N/C=C/C(=O)c2cccs2)cc1C	-1	14%	?	4%	-2	3%	14%	-1%	-22%	4
CC1CCC(NS(=O)(=O)c2ccc(Cl)nc2)CC1 (stereo not given)	nt	nt	8	nt	-49	3%	0%	nt	31%	6
Oc1ccccc1CNCC12CC3CC(CC(C3)C1)C2	1	-4%	1	-2%	-2	33%	-1%	12%	?	8
COc1ccc2cnnc(SCC(=O)Nc3ccc(C(=O)O)cc3)c2c1OC	15	-7%	1	0%	14	-1%	0%	-4%	-1%	12
Cc1cccc(C)c1N1C(=O)CCC(C)(C)C1=O	0	-4%	2	-3%	-25	-5%	0%	-1%	0%	-1
COc1ccc(Nc2nnc(SCc3cc(=O)n4ccsc4n3)s2)cc1	-22	27%	3	nt	-20	-7%	8%	4%	-1%	5
CC(/C=C/c1ccco1)=N/NC(=O)CNc1ccccc1C	0	5%	1	0%	-3	-3%	-9%	18%	-9%	7

Four of these compounds in another layout:
COc1ccc2cnnc(SCC(=O)Nc3ccc(C(=O)O)cc3)c2c1OC
  FBPA coupling cs = 15	MBNL1-CUG inh = -7%	TRPV1 agonist = 1	GALK inh = 0%	KCNH2 3.1 inh = 14	A-T KAP1 phos = -1%	ASM inhibitor = 0%	MLL CXXC-DNA inh = -4%	Integrin act MD = -1%	hERG WT inh = 12
Cc1ccc(N/C=C/C(=O)c2cccs2)cc1C
  FBPA coupling cs = -1	MBNL1-CUG inh = 14%	TRPV1 agonist = ?	GALK inh = 4%	KCNH2 3.1 inh = -2	A-T KAP1 phos = 3%	ASM inhibitor = 14%	MLL CXXC-DNA inh = -1%	Integrin act MD = -22%	hERG WT inh = 4
Cn1c(CCc2nc3ccccc3[nH]2)n[nH]c1=S
  FBPA coupling cs = 1	MBNL1-CUG inh = -8%	TRPV1 agonist = -9	GALK inh = 0%	KCNH2 3.1 inh = 0	A-T KAP1 phos = -1%	ASM inhibitor = 4%	MLL CXXC-DNA inh = 3%	Integrin act MD = 15%	hERG WT inh = -8
CCN(CC)C(=O)c1ccc(COc2ccccc2Cl)cc1
  FBPA coupling cs = 2	MBNL1-CUG inh = -11%	TRPV1 agonist = 22	GALK inh = 2%	KCNH2 3.1 inh = -25	A-T KAP1 phos = -1%	ASM inhibitor = -5%	MLL CXXC-DNA inh = 11%	Integrin act MD = -12%	hERG WT inh = 6

New compounds follow.
Structure	FBPA coupling cs	MBNL1-CUG inh	TRPV1 agonist	GALK inh	KCNH2 3.1 inh	A-T KAP1 phos	ASM inhibitor	MLL CXXC-DNA inh	Integrin act MD	hERG WT inh
CCCCCC(=O)Nc1ccc(C(=O)N/N=C/c2ccc([N+](=O)[O-])cc2)cc1	-1	14%	-1	-1%	-22	2%	-1%	10%	-31%	4
COc1cccc(OCc2nnc(SC)n2C)c1	-1	-8%	2	5%	-24	-28%	0%	14%	19%	-4
O=C(C1c2ccccc2C(=O)N2CCc3ccccc3C12)N1CCN(Cc2ccccc2)CC1 (stereo not given)	-2	-6%	5	1%	-5	-5%	-2%	-7%	15%	7
CC(=O)c1cccc(OCc2cc(C(=O)NC(C)Cc3cccnc3)no2)c1 (stereo not given)	1	-3%	-3	-2%	2	7%	2%	0%	-15%	-1
Cc1ccc(NC(=O)NCCN2CCCCC2)cc1	3	-10%	2	7%	-16	11%	4%	1%	-1%	20
CCS(=O)(=O)N1Cc2ccccc2CC1C(=O)Nc1nc2ccc(C)cc2s1 (stereo not given)	-13	nt	-2	0%	-13	-1%	0%	-2%	25%	2
O=C(Nc1ccccc1)N(CCCN1CCOCC1)Cc1cc2cc3c(cc2[nH]c1=O)OCCO3	4	-8%	2	0%	-5	-6%	8%	-4%	13%	7
Cc1cccc(C)c1NC(=S)N1CCC(c2ccccc2)C1 (stereo not given)	0	-2%	0	4%	-7	0%	2%	-8%	10%	44
CCc1nc2ccccc2c(C(=O)OCC(=O)N(CCOC)c2c(N)n(Cc3ccccc3)c(=O)[nH]c2=O)c1C	nt	nt	-4	nt	6	8%	4%	nt	-10%	-19
O=C(NCCc1ccccc1)C(c1ccc(F)cc1)N(C(=O)c1csnn1)C1CC1 (stereo not given)	-1	1%	1	-1%	-14	0%	-1%	3%	17%	-15
O=C(Nc1cc2c(cc1[N+](=O)[O-])OCCO2)c1cccnc1	nt	nt	nt	nt	3	9%	-1%	nt	4%	-2
O=C(CCSc1ccccc1Cl)Nc1cccc([N+](=O)[O-])c1	-7	19%	?	2%	14	-10%	-8%	-2%	-15%	-15
CN(Cc1nc2ccccc2c(=O)[nH]1)C(=O)c1cccc(NC(=O)c2cccs2)c1	nt	nt	nt	nt	2	4%	6%	nt	14%	0
O=C(NC1CCCCC1)C(c1ccncc1)N(Cc1ccc2c(c1)OCO2)C(=O)c1cnsn1 (stereo not given)	-46*	?	3	0%	3	nt	5%	13%	-12%	-4
O=C(c1cc2cc(C(F)(F)F)ccc2s1)N1CCOCC1	0	-1%	?	-2%	9	6%	5%	-1%	-1%	2
CC(C)CCN1CCC(N)=NC1=O	1	4%	-1	2%	-17	0%	0%	8%	-6%	8
COCCNC(=O)c1ccc2c(c1)nc(C)n2-c1cccc(Cl)c1	0	0%	5	2%	-4	-1%	1%	?	41%	8
COc1ccc(CSCC(=O)Nc2ccccc2SC)cc1	2	-4%	26	nt	4	8%	-3%	2%	17%	-1
COc1ccc(NC(=O)Cc2coc3ccc4ccccc4c23)cc1S(=O)(=O)N1CCOCC1	2	nt	-1	0%	-13	6%	nt	16%	-11%	1
O=C(CCCCl)OCc1cn(-c2ccc(Cl)cc2)nn1	0	4%	?	2%	5	7%	-3%	1%	14%	-5
CCCCOc1ccc(-c2ncc([N+](=O)[O-])cn2)cc1	1	10%	1	-3%	17	5%	3%	1%	-34%	0
CN(CCc1ccccn1)C(=O)c1ccc(OC2CCN(Cc3ccccn3)CC2)cc1	nt	1%	4	-2%	6	-4%	-1%	0%	1%	-13
COc1cccc(N2CC(C(=O)Oc3ccc4ccccc4c3)CC2=O)c1 (stereo not given)	1	-8%	?	0%	9	nt	-6%	6%	-5%	-5
Cc1cc(C)nc(NS(=O)(=O)c2ccc(NC(=O)C3(c4ccccc4)CCCC3)cc2)n1	6	-13%	-8	0%	-10	-5%	14%	-4%	-42%[inhibitor]	2
COc1ccc(N=Nc2c(N)n[nH]c2N)cc1	2	?	0	nt	17	3%	-10%	-15%	26%	2
Cc1cc(C(F)F)n2nc(C(=O)Nc3cccnc3Cl)nc2n1	0	-14%	-3	nt	0	0%	-1%	0%	-1%	-8
O=C1CC(N2CCC(c3nc4ccccc4[nH]3)CC2)C(=O)N1c1ccccc1F (stereo not given)	1	-3%	0	-3%	-21	2%	5%	-1%	40%	2
COc1ccccc1CNC(=O)COC(=O)[C@H](Cc1c[nH]c2ccccc12)NC(=O)c1cccs1	2	-11%	-4	-1%	0	0%	-10%	2%	0%	0
Cc1cccc(-n2c(SC(C)C(=O)O)nc3sc4c(c3c2=O)CCCC4)c1 (stereo not given)	14	5%	-3	2%	9	-4%	5%	-12%	-3%	-5
CC(=O)C(Cc1ccc(Cl)nc1)Cc1ccc(Cl)nc1	1	?	-1	-1%	-21	4%	1%	8%	-5%	2
